ALOX12 inh = Primary qHTS assay for inhibitors of human arachidonate 12S-lipoxygenase (ALOX12): Round 2. Polyunsaturated fatty acid lipoxygenase ALOX12 (Homo sapiens), P18054. purified 12hLO, xylenol orange hydroperoxide absorbance. Potency, µM (series often up to 108 µM), for the others: at the highest dose activity change, negative = inhibition, usual class: inhibitors. 580,000 tested, 1.1% active. AID 1671190, 2021; active = well fitted inhibition curve with a large enough effect; inconclusive = small, poorly fitted or top-dose-only effect, or another doubt; inactive = no such curve, though single readings can be large or run the other way
Target sequence (P18054 whole entry, looked up): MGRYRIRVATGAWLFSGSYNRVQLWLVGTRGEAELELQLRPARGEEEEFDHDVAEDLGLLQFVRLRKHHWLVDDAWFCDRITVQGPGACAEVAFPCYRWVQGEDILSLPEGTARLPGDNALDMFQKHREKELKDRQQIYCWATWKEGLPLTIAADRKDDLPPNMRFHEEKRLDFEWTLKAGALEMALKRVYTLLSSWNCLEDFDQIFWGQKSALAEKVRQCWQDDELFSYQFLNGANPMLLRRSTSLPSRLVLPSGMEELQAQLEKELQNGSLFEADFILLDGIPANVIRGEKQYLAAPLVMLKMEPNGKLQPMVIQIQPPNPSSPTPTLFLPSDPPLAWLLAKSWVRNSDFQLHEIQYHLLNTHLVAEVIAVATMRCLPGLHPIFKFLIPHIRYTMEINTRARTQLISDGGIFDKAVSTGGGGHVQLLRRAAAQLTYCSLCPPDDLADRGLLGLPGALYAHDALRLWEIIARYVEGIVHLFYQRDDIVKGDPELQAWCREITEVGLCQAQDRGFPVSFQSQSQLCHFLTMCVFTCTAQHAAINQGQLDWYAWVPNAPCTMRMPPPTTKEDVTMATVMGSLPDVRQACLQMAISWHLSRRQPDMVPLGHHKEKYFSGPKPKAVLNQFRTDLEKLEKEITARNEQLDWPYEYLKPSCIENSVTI
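Hydroperoxide product was detected by ferrous iron/xylenol orange as the 573 to 405 nm absorbance ratio. Arachidonic acid at 40 uM (final) was turned over for 30 min at room temperature by 150 nM human 12hLO, pH 7.0 Hepes buffer, after 15 min compound preincubation.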
Numbers without * were called inactive; ? = inconclusive; [ ] = another dose, or the depositor's remark. % is scaled to controls: 0 for no effect and ±100 for the full control effect; potency is read from the fitted curve at half-maximal effect. Only part of the results is shown. The share of hits here may be higher or lower than overall.

ALOX12 inh	SMILES
-10.7%	Cc1oc(-c2nc(C#N)c(NCc3cccnc3)o2)cc1S(=O)(=O)N1CCCCC1
27.0%	O=C(NC1CCCc2c1[nH]c1ccc(F)cc21)c1cccs1 (centres undefined)
12.2%	CCn1ncc(NC(=O)Cn2ncc3cc(-c4ccc(N(C)C)cc4)ccc32)n1
-5.8%	COc1ccc2c(C)c(CC(=O)Nc3nnc(C)s3)c(=O)oc2c1OC
54.1%[activator][176 µM]	CC(C)CCN1CC[C@H](c2nnc(-c3cccnc3)o2)C1
40.0%[activator]	CN1C(=O)C(c2ccccc2)CC12CCN(C(=O)C1CCC(O)CC1)CC2 (centres undefined)
19.0%[176 µM]	CC(=O)N1CCC(N[C@@H]2CO[C@H](CNC(=O)c3cccs3)[C@H]2O)CC1
16.5%	COCCNC(=O)C1COC2(CCN(C(=O)c3ccc(F)cc3)CC2)N1C(=O)c1ccccc1C (centres undefined)
-8.7%	O=C(O)c1cc(-c2ccncc2)cc(S(=O)(=O)N2CCCCCC2)c1
-54.9%	O=C(CSc1ncc(-c2ccc(F)cc2)o1)Nc1ccc(F)c(F)c1
-7.6%	CC(C)(C)c1noc(CN2CCN(c3cccc(F)c3C#N)CC2)n1
46.5%[activator]	O=C(C1CCC1)N1CCOc2ccc(CN3CCc4ccccc4C3)cc2C1
-2.5%	Cc1ccc(-c2cnc(CCC(=O)NCC3CC3)o2)cc1C
-0.3%	CC(=O)Nc1cccc(NC(=O)CCc2c(C)[nH]n(-c3ccc(F)cc3)c2=O)c1
41.4%[activator]	COc1cc(CNC(=O)C2Cn3cccc3C(=O)N2Cc2cccnc2)cc(OC)c1 (centres undefined)
59.8%[activator][176 µM]	COCC(=O)Nc1ccc([C@H]2OCC(=O)N(Cc3cccnc3)[C@@H]2CO)cc1
4.0%	O=C(NCc1ccco1)C1CC(=O)N(c2n[nH]c3cccc(F)c23)C1 (centres undefined)
45.8%[activator]	COc1ccc(N2CC(C(=O)N3CCC(C(=O)N4CCN(Cc5ccccc5)CC4)C3)NC2=O)cc1 (centres undefined)
-4.6%	O=C(NCC1CCN(C(=O)C(=O)c2cccs2)CC1)c1ccncc1
-1.4%	C=C(Cl)COC(=O)c1ccc2c(c1)NC(=O)C(C)S2 (centres undefined)
1.1%	CCN(CC)CCn1cnc(-c2ccccc2)c1-c1cnc(C)s1
60.4%[activator]	CNC(=O)c1cccc(NC(=O)c2ccc(N(C)C)cc2)c1
24.2%	COCCNC(=O)[C@@H]1C[C@H](Oc2ccccc2)CN1C(=O)c1ccccn1
29.8%	COCCN(C)C[C@@H]1CN(C(=O)c2c(-c3ccccc3)ccnc2C)C[C@@H]1CO
5.3%	Cc1nc(NCc2ccccc2)sc1C(=O)NCC(C)C
24.6%	Cc1cnc(CCNC(=O)Nc2ccc3c(c2)OCCO3)n1Cc1ccc(F)cc1
2.6%	COC1CN(c2cccc(F)c2)C12CCN(C(=O)CCC1CCCC1)CC2 (centres undefined)
?	CC(C)(C)c1ccc(-c2cc(C[C@H]3CNCC[C@H]3CC(=O)N3CCN(c4ccccn4)CC3)no2)cc1
-3.3%	O=C(Cn1c(NCc2ccccc2)nc2ccccc21)N1CCCC1
27.1%	CCCc1nc(C(=O)N2C[C@H](c3cccc(OC)c3)[C@@H](N)C2)cs1

A different layout for part of the listing above.
Compound	ALOX12 inh
CC(=O)N1CCC(N[C@@H]2CO[C@H](CNC(=O)c3cccs3)[C@H]2O)CC1	19.0%[176 µM]
COCCNC(=O)C1COC2(CCN(C(=O)c3ccc(F)cc3)CC2)N1C(=O)c1ccccc1C (centres undefined)	16.5%
O=C(O)c1cc(-c2ccncc2)cc(S(=O)(=O)N2CCCCCC2)c1	-8.7%

Fetched by structure from the list above (five):
ALOX12 inh	SMILES
59.8%[activator][176 µM]	COCC(=O)Nc1ccc([C@H]2OCC(=O)N(Cc3cccnc3)[C@@H]2CO)cc1
40.0%[activator]	CN1C(=O)C(c2ccccc2)CC12CCN(C(=O)C1CCC(O)CC1)CC2 (centres undefined)
27.1%	CCCc1nc(C(=O)N2C[C@H](c3cccc(OC)c3)[C@@H](N)C2)cs1
-1.4%	C=C(Cl)COC(=O)c1ccc2c(c1)NC(=O)C(C)S2 (centres undefined)
29.8%	COCCN(C)C[C@@H]1CN(C(=O)c2c(-c3ccccc3)ccnc2C)C[C@@H]1CO

Next part:
ALOX12 inh	SMILES
-5.6%	CC(Oc1ccc(Cl)cc1Cl)C(=O)N1CC(=O)Nc2ccccc21 (centres undefined)
1.1%	CCC(C(=O)N1CCCn2nc(C(=O)Nc3ccccc3)cc2C1)n1cccn1 (centres undefined)
-4.6%[176 µM]	O=C1COc2ccc(-c3ccc(F)cc3)nc2CN1Cc1ccccc1F
-1.3%	COCCN1CCC(N2CCN(C(=O)c3cc(F)cc(F)c3)CC2)C1=O (centres undefined)
?	CCCCc1ccc(C(=O)COC(=O)c2cc(S(C)(=O)=O)ccc2C)cc1
5.9%	CCOCCCNC(=O)/C(C#N)=C\c1ccc(NC(C)=O)cc1
60.9%[176 µM]	C=CCNC(=O)c1cccc2c(C)nnn12
77.9%[activator]	Nc1nc(CN2CCN(C(=O)c3cc(F)cc(F)c3)CC2)nc2ccccc12
6.1%	Cc1oc2cc(OC(=O)N3CCOCC3)ccc2c(=O)c1Oc1ccccc1Br
-6.0%	O=C(Nc1cccc(F)c1)c1cnc2ccccc2n1
?	O=C1CCN(S(=O)(=O)c2ccccc2)CCCN(C(=O)c2ccncc2)CCN1
-11.2%	COC(=O)[C@]12C[C@H](CC(=O)NCc3cccs3)C(=O)N(Cc3ccccc3)C1=C[C@H](C1CCCC1)O[C@@H]2C
22.2%	CCCn1c(N(C)Cc2ccccc2)nc2c1c(=O)n(C)c(=O)n2C
?	COc1cccc(Nc2nc(-c3ccc4c(c3)CC(C)N4S(C)(=O)=O)cs2)c1 (centres undefined)
?	Cc1nn(CC(=O)NCc2ccc(F)cc2F)c(=O)c2nc(-c3ccccc3)sc12
23.0%	COc1ccccc1OCCNC(=O)C1CCCN(C(=O)c2ccccc2)CCC(=O)NCC1 (centres undefined)
19.3%	Cc1cc(Cl)ccc1S(=O)(=O)N1CC(c2noc(-c3cccnc3)n2)C1
43.4%[activator]	CSc1ccc(CN(C)S(=O)(=O)c2ccc3c(c2)OCCCO3)cc1
-0.2%[12.5 µM]	CC(C)(C)OC(=O)N1CC(c2cncnc2)C1
?	CC(=O)c1ccc(NC(=O)C2=Cc3sc4c(c3CS2)CCCC4)cc1
49.1%[activator]	Cc1ccc(CN2CCC(C3CCN(S(C)(=O)=O)CC3)C2)o1 (centres undefined)
-3.0%	Cc1ccccc1-c1noc(CSc2nc3cc4c(cc3c(=O)n2Cc2ccco2)OCO4)n1
-15.9%	O=C(/C=C/c1ccncc1)N1CCN(Cc2cccc(C(F)(F)F)c2)CC1
43.4%[activator]	CCOc1ccc(C(=O)N2CCC(Cc3nc(-c4ccc(OC)cc4)no3)CC2)cc1OCC
126.9%[activator][176 µM]	O=C(N[C@@H]1C[C@H](Cn2cc(C3CC3)nn2)[C@@H](O)[C@H]1O)c1ccccc1
-21.9%	CC(C)CN(Cc1cnn(C)c1)C(=O)C1CCN(C(=O)C2CCC2)CC1
7.2%	Cc1cc(OCc2nnc(SC(=O)C3CC3)n2C)cc(C)c1Cl
15.1%	Cc1cccc(-n2c(C)nc3cc(C(=O)NCc4ccc(F)cc4)ccc32)c1
?	Cc1ccc2c(c1)Oc1cc(Cl)c(S(=O)(=O)N(C)C)cc1C(=O)N2
1.0%[12.5 µM]	Cc1ccc(C(=O)N2CCC3(CC(C(C)C)=NO3)C2)cc1 (centres undefined)

Some of the entries so far, as tab-separated lines.
Compound	ALOX12 inh
Cc1nn(CC(=O)NCc2ccc(F)cc2F)c(=O)c2nc(-c3ccccc3)sc12	?
COc1ccccc1OCCNC(=O)C1CCCN(C(=O)c2ccccc2)CCC(=O)NCC1 (centres undefined)	23.0%

(further entries)
ALOX12 inh	SMILES
35.8%[activator]	CC(C)=CC(=O)NC(c1cccs1)C1CCCC1 (centres undefined)
-2.4%	CC(NC(=O)C1CCN(C(=O)c2ncn3c2COC(c2ccc(F)cc2)C3)CC1)c1ccc(F)cc1 (centres undefined)
?	CCOP(=O)(OCC)c1nc(Cc2ccc(Cl)cc2)oc1NCc1ccc2c(c1)OCO2
58.5%[activator]	CCc1noc(-c2cccn3c(CNC(=O)c4cccc(F)c4)nnc23)n1
6.1%	O=C1Nc2ccc(-c3ccc(F)cc3F)cc2C(=O)N2CC[C@H](NC(=O)N3CCOCC3)[C@@H]12
-2.9%	COc1ccc(CC(=O)Nc2ccc([C@H]3OCC(=O)N(Cc4nccn4C)[C@@H]3CO)cc2)cc1
58.3%[activator]	Cc1cccc(C(=O)NC(C(=O)N2CCCC2)C2CCN(C(=O)c3cccs3)CC2)c1 (centres undefined)
27.2%	CCOCc1nc(C2CCCN2S(=O)(=O)c2cccs2)no1 (centres undefined)
18.5%	COc1cc2c(cc1OC)C(C)N(CC(=O)Nc1ccc(N(C)C)cc1)CC2 (centres undefined)
-26.0%	CCc1cc2c(nc1CC)CCCN2C
-2.6%	O=C(c1cccs1)N(Cc1cccnc1)C1CC1
?	Cc1ccc(C2Cc3ccccc3N2)c(C)c1 (centres undefined)
?	O=C(COC(=O)CCc1c[nH]c2ccccc12)Nc1ccc([N+](=O)[O-])cc1C(F)(F)F
8.7%	O=C(c1ccc(C(F)(F)F)cc1)N1CCC2(CC1)CC(c1cccc(C(F)(F)F)c1)=NO2
-2.1%	Cc1ccc(C)c(C(O)Cn2ccn3nc(-c4cccc(Br)c4)cc3c2=O)c1 (centres undefined)
?	COc1cc2c(cc1OC)C(c1ccccc1)N(CC(=O)Nc1ccc(C(N)=O)cc1)CC2 (centres undefined)
77.9%[activator]	COc1ccc2ccc(OCc3nc(C(=O)NC(C)c4n[nH]c(C)n4)co3)cc2c1 (centres undefined)
69.8%[activator]	Cc1cc(C(=O)N2C[C@@H](COCC3CC3)[C@H](c3ccccn3)C2)n[nH]1
8.4%	Cc1cn2c3c(=O)[nH]c(=O)n(C)c3nc2n1CCNc1cccc(Cl)c1
28.0%	O=C(NC1CC1)[C@@H]1C[C@H](Oc2ccccc2)CN1C(=O)c1ccc2ncccc2c1
9.3%[176 µM]	COc1cc(F)ccc1-c1cc(-c2c(C)noc2C)cc2c1C(=O)N(C)C2=O
?	CC1CCC2(CC1)OCC(C(=O)NCc1ccc3c(c1)OCO3)N2C(=O)c1ccccc1F (centres undefined)
?	O=C(C(=O)N1CCN(C(=O)c2cc(-c3ccc(Cl)cc3)nc3ccccc23)CC1)N1CCOCC1
23.1%	CC(NC(=O)/C(C#N)=C\c1ccccc1)C1CC2CCC1C2 (centres undefined)
?	CCOc1cc(C(=O)Nc2ccc3sc(NC(=O)C(C)C)nc3c2)cc(OCC)c1OCC
8.3%	O=C(NCc1cccnc1)c1ccc(N2CCC(NCCCn3ncc4ccccc43)CC2)cc1
?	CC(C)c1ccc2oc(=O)cc(CN3CCN(CCO)CC3)c2c1
-23.1%	C[C@H](CO)N1C[C@H](C)[C@@H](CN(C)C(=O)Nc2cccc(C(F)(F)F)c2)OCc2cn(nn2)CCCC1=O
40.2%[activator]	Cc1cc(S(=O)(=O)N[C@@H]2CCOC[C@H]2OCc2cscn2)n(C)n1
52.0%[activator]	Cc1ccccc1NC(=O)N1CCC(CCNC(=O)c2ccc3nc[nH]c3c2)CC1
?	CC1CCc2[nH]c3ccc(C(=O)NC4CCCC4)cc3c2C1 (centres undefined)
49.5%[activator]	CC(=O)N1CCC(CC(=O)N2CCN(c3cc(-c4ccccc4)[nH]n3)CC2)CC1
?	COc1cccc(C2CC(=O)Nc3ccsc32)c1OCc1ccc(Cl)cc1 (centres undefined)
-6.1%	Nc1nccnc1C(=O)NCC(F)(F)F
-0.2%	COCCNC(=S)N(C)[C@H]1C[C@H]2c3[nH]c4c(-c5ccccc5)cccc4c3CCN2C[C@H]1[C@H](C)O
6.3%	CN1C(=O)C2(CCN(C(=O)CCc3ccccc3)C2)c2ccccc21 (centres undefined)
1.8%	COc1cccc(OC)c1C(=O)OCc1ccccc1C#N
-18.4%	CN(C)c1ccc(C(=O)N2CCN3C(=O)c4cc(Br)ccc4NC(=O)[C@H]3C2)cc1
40.0%	COc1ccc(CNC(=O)CC[C@@H]2CNC(=O)[C@@H]3C[C@H](NCc4ccc(F)cc4)CN23)cc1
-2.2%	O=C1NCCCCCN(C(=O)c2ccoc2)[C@@H]2C[C@@H](C(=O)N3CCc4ccccc4C3)C[C@H]12
?	COc1ncccc1CN1CC[C@@H]2OCC(=O)N(c3ccccc3)[C@H]2CC1
45.5%[activator]	COc1ccccc1C(C)N(C)C(=O)c1cccc(CCC(C)(C)O)c1 (centres undefined)
5.2%	COc1cc(=O)n2c(c1C(=O)NCc1ccco1)CCN(Cc1cccc(C(F)(F)F)c1)CC2
-1.2%[6.33 µM]	CC(=O)N1Cc2ccccc2OC2(CCN(C(=O)c3ccc4[nH]ccc4c3)CC2)C1
-1.0%	Cc1ccc(CN(C)C(=O)c2cc3ccc(OC(F)(F)F)cc3[nH]2)o1
?	COC(=O)C(=O)CC(=O)c1ccc(N2CCOCC2)cc1
25.2%	CCN(C(=O)CN1C(=O)NC2(CCC(C)CC2)C1=O)c1ccccc1 (centres undefined)
10.5%	CCCc1nnc(NC(=O)C2CC(=O)N(c3n[nH]c4cccc(F)c34)C2)s1 (centres undefined)
?	CCN(CC)c1ccc(NS(=O)(=O)c2ccc(C3CCCCC3)cc2)cc1C(=O)O
31.7%	CC(C)NC(=O)NCC1CCCN(Cc2ccc3c(c2)OCCO3)C1 (centres undefined)
-14.0%	Cc1ccc(C(=O)C(OC(=O)c2ccco2)c2ccccc2)cc1C (centres undefined)
